HTT ATP protect – qHTS Multiplex Assay to Identify Dual Action Probes in a Cell Model of Huntington: Cytoprotection (ATP); Potency, µM (top dose mostly 56.4 µM), for inactives: cytoprotection (ATP increase), usual class: activators; 230,000 compounds, 0.14% hits; AID 1471, 2008; PC12 HTT-Q103 induced, cytoprotection, ATP luminescence, 40 h;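 also: % of control where 0% means no effect; nearly all actives have a fitted effect of over 45% in size; toxic huntingtin expression switched on by the ecdysone agonist tebufenozide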
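Huntington model: PC12 line, ecdysone-inducible HTTQ103 exon1–GFP, tebufenozide 100 nM. Test articles in a dose series. Endpoint luminescence from cellular ATP.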
RGS12 GoLoco inh – qHTS Assay for Inhibitors of RGS12 GoLoco Motif Activity (Red Fluorophore) | Guanine nucleotide-binding protein G(i) subunit alpha-1 (Homo sapiens), P63096 | Gai1:RGS12 GoLoco peptide FP, rhodamine, 10 min | Potency, µM (top dose mostly 61.6 µM), for inactives: top-dose activity, negative = inhibition, usual class: inhibitors | 230,000 compounds, 0.44% hits | AID 880, 2007; active = well fitted inhibition curve with a large enough effect, not every such curve was filed as active; inactive = no such curve, though single readings can be large or run the other way; also: % is scaled to controls: 0 for no effect and ±100 for the full control effect; nearly all actives have a fitted effect of over 30% in size; many of its hits are not listed in these tables
Target sequence (P63096 whole entry, looked up): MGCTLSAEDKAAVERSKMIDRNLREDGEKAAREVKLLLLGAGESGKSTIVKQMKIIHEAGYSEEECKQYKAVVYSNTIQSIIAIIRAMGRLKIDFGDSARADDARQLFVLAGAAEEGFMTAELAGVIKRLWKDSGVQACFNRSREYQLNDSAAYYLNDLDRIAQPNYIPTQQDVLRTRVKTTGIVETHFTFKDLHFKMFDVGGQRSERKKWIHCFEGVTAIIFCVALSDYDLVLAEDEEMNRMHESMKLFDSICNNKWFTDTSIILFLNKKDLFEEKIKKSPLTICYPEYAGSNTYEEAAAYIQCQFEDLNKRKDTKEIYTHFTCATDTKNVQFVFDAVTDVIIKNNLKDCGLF
IMPase Li inh – qHTS Assay for Identifying the Cell-Membrane Permeable IMPase Inhibitors: Potentiation with Lithium; CHO-M1 cells, IP1 TR-FRET (IP-One), carbachol + lithium; Potency, µM (doses to about 59.4 µM), for inactives: top-dose activity, negative = IMPase inhibition, usual class: inhibitors; 210,000 compounds, 0.35% hits;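 also: IP1 builds up when IMPase is blocked and the TR-FRET signal falls; plate controls were basal vehicle for no effect and high inhibitor control for full effect; nearly all actives have a fitted effect of over 50% in size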
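Lithium-sensitised IP1 accumulation assay; M1-expressing CHO cells treated 30 min at 37C with compound. Competitive antibody detection by time-resolved FRET followed a 10 min room-temperature lysis step.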
HttQ103 aggreg – qHTS Multiplex Assay to Identify Dual Action Probes in a Cell Model of Huntington: Aggregate Formation (GFP); PC12 HttQ103-GFP aggregates, Acumen cytometry, 40 h; Potency, µM (highest dose often 46.1 µM), inactives show at the highest dose activity change, negative = inhibition, actives largely listed as inhibitors; 220,000 compounds, 1.1% hits; AID 1688, 2009; also: % is scaled to controls: 0 for no effect and ±100 for the full control effect; nearly all actives have a fitted effect of over 60% in size
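Inducible Q103 Huntingtin exon 1–GFP PC12 line, 1500 cells/well in phenol red free DMEM with 5% equine and 5% calf serum. Tebufenozide 100 nM induced expression; compounds titrated; aggregates quantified by cytometry.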
GAA inhib – qHTS Assay for Inhibitors of Human alpha-Glucosidase as a Potential Chaperone Treatment of Pompe Disease; 200,000 compounds, 0.005% hits; Lysosomal alpha-glucosidase (Homo sapiens), P10253; Potency, µM (titrated, usually from 76.9 µM), for the others: at the top dose activity change, negative = inhibition, hits mostly inhibitors; purified human GAA, 4-MU-alpha-glucoside fluorescence; AID 1466, 2008;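 also: plate controls were uninhibited enzyme wells for no effect and no-enzyme background for full effect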
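Compounds are titrated up to 77 uM against 4 nM human enzyme. Substrate 4-methylumbelliferyl-alpha-D-pyranoside (400 uM) reacts 20 min at room temperature in pH 5.0 buffer; liberated 4-methylumbelliferone is read at 440 nm.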
GAA spleen mod – qHTS Assay for Inhibitors and Activators of Human alpha-Glucosidase From Spleen Homogenate; 240,000 compounds, 0.006% hits; Potency, µM (highest dose often 79.9 µM), for inactives: at the highest dose activity change, negative = inhibition, usual class: inhibitors; human spleen homogenate, 4-MU-alpha-glucoside fluorescence; Lysosomal alpha-glucosidase (Homo sapiens), P10253;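 also: 0% = enzyme with vehicle and -100% = no enzyme basal signal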
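AC50 values come from Hill-equation fits of concentration-response data, normalized to no-enzyme and full-activity controls. Enzyme source: 1 ug human spleen homogenate; 1 mM fluorogenic 4-MU glucoside, pH 5.0 citrate buffer, 37 C, 40 min.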
GAA glycogen – qHTS Assay for Inhibitors and Activators of Human alpha-Glucosidase Cleavage of Glycogen; 300,000 compounds, 0.38% hits; recombinant GAA, glycogen substrate, Amplex Red glucose oxidase fluorescence; Lysosomal alpha-glucosidase (Homo sapiens), P10253; AID 2100, 2009; Potency, µM (series often up to 76.4 µM), for inactives: at the highest dose activity change, negative = inhibition, most hits filed as inhibitors;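 also: 0% = full enzyme reaction and -100% = no-enzyme basal signal; the screen sought inhibitors and activators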
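Natural-substrate format: glycogen cleavage by 4 nM human enzyme, glucose read by Amplex Red coupling (Ex 573, Em 610 nm). Normalized to enzyme and no-enzyme controls.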
The depositor's hits bear a star; ? = inconclusive; . = no result given; [ ] = dose if it differs, or a comment. Unless noted, calls follow the shape of the dose curve; as a rule, active = well fitted curve in the direction sought with a large enough effect; inconclusive = small, poorly fitted or top-dose-only effect, or another doubt; inactive = no such curve, though single readings can be large; an effect the other way counts as inactive or inconclusive. Potency is read from the fitted curve at half-maximal effect. An excerpt; rates above refer to the full screens.

SMILES | HTT ATP protect | RGS12 GoLoco inh | IMPase Li inh | HttQ103 aggreg | GAA inhib | GAA spleen mod | GAA glycogen
CCOc1ccc2nc(SCC(=O)NCc3ccc(OC)c(OC)c3)[nH]c2c1 | ? | 10.0% | 5.8% | ? | 2.0% | -0.6% | -9.9%
O=C(COc1ccc(S(=O)(=O)N2CCCC2)cc1Cl)NCc1ccc2c(c1)OCO2 | 7.4% | 5.4% | 33.9%[38.3 µM] | 10.7% | -18.2% | 0.6% | 6.9%
C=CCNC(=S)NNC(=O)CSc1nc2ccccc2s1 | . | 9.3% | 0.7% | -3.9% | -0.9% | -4.8% | 1.8%
CC(C)(C)c1cc2cccnc2n1Cc1cccc(F)c1 | -26.5% | -2.2% | 21.4%[38.3 µM] | 0.4% | 5.5% | 1.4% | 8.7%
S=c1[nH]nc(-c2ccc(Cl)cc2)n1-c1cccnc1 | -11.2%[10 µM] | 2.7% | . | -13.2%[9.22 µM] | . | -3.4% | -0.2%
O=C(COC(=O)CCC(=O)c1ccc(F)cc1)Nc1cccc(S(=O)(=O)N2CCCC2)c1 | -15.2%[10 µM] | 6.3% | . | -23.9%[9.22 µM] | . | -2.5% | -11.1%
CCCn1c(SCC(=O)Nc2ccc3c(c2)OCO3)nc2c1c(=O)n(C)c(=O)n2C | -2.8%[10 µM] | . | . | -7.4% | -6.6% | -2.6% | 5.2%
CS(=O)(=O)Nc1ccc(C(=O)Nc2ccccc2C(=O)N2CCCC2)cc1 | -16.3%[10 µM] | -1.8% | -8.1% | -8.3% | 3.0% | -6.1% | 4.0%
O=C(Nc1ccccc1)N(O)c1ccc(Cl)cc1 | 1.2%[10 µM] | -11.6% | 22.9%[38.3 µM] | 4.1% | -6.0% | 0.4% | -14.6%
CC(C)(C)c1cc(-c2ccco2)c(C#N)c(SCC#N)n1 | -1.9%[10 µM] | 5.8% | 9.2%[38.3 µM] | -6.3% | -4.4% | -4.2% | 1.4%
Cn1c(/C=N/n2cnnc2)nc2ccccc21 | -10.2%[10 µM] | 0.2% | 11.3%[38.3 µM] | -18.0% | -7.1% | 6.7% | 9.0%
CC1(C)CC(=O)C=C(NNC(=O)c2ccccc2O)C1 | -109.4%[inhibitor] | 21.8% | -9.7%[38.3 µM] | 2.4% | -11.1% | 1.6% | 44.7µM*
COc1ccc(CNC(=S)Nc2ccc(F)c(Cl)c2)cc1 | -3.7%[10 µM] | -2.3% | 18.4% | -3.0%[9.22 µM] | . | 2.3% | -16.8%
COc1ccc(S(=O)(=O)NCCOc2ccccc2)cc1OC | 1.9%[0.074 µM] | -2.9% | 21.4%[38.3 µM] | 2.5% | -4.1% | 1.0% | .
C/C=C\C=C\C(=O)N1CC2(CC(c3cccc(NC(=O)CC)c3)=NO2)C[C@H]1C(N)=O (some centres undefined) | 17.0%[10 µM] | -18.5% | . | -16.2%[9.22 µM] | . | 5.5% | -10.3%
N#Cc1ccc(C(=O)Nc2cccc(NC(=O)c3ccco3)c2)c(F)c1 | 0.4%[10 µM] | 0.3% | 4.3% | -6.0%[9.22 µM] | ? | 3.7% | 0.7%
CCCc1cc(=O)oc2cc(OCC(=O)Nc3cc(C)on3)ccc12 | -10.1% | -11.2% | -4.4%[38.3 µM] | 4.0% | ? | 7.4% | 1.6%
Cc1ccc(/C=C/C(=O)N2CCN(S(=O)(=O)/C=C/c3ccccc3)CC2)o1 | 1.4%[10 µM] | -2.0% | . | -7.5%[9.22 µM] | . | -2.7% | 0.8%
CCCCCC(=O)Nc1cccc(C2=NOC3(C2)C[C@@H](C(N)=O)N(C(=O)c2cc([N+](=O)[O-])cc([N+](=O)[O-])c2)C3)c1 (some centres undefined) | 2.6%[10 µM] | 5.7% | . | -21.6%[9.22 µM] | . | -0.6% | -0.5%
CCN(c1ccccc1)S(=O)(=O)c1ccc(Cl)c(NC(=O)COC(=O)c2ccc[nH]c2=O)c1 | -3.2%[10 µM] | 19.3% | . | -6.4%[9.22 µM] | . | 7.6% | 3.9%
CCCCn1c(=S)[nH]c2ccccc2c1=O | 25.8%[0.074 µM] | 3.8% | 2.2% | -2.5% | -8.1% | -0.6% | 5.3%
Cc1ccc(C)c2[nH]c(=O)c(CN(Cc3cccs3)C(=S)NCc3ccco3)cc12 | -23.4%[10 µM] | 22.3% | 21.0% | -19.1% | -7.2% | -17.7% | -10.3%
CCCNc1cc(C)c(C#N)c2nc3ccccc3n12 | 3.4%[10 µM] | 46.2%[activator] | 7.8% | 3.8% | -0.9% | 1.1% | 3.0%
CCOc1ccc(CNCc2ccccc2Cl)cc1 | -19.4% | 16.6% | 5.4% | 1.0% | 11.2% | -0.2% | 20.6%
CC(=O)Nc1ccc(S(=O)(=O)Oc2ccc(N3C(=O)C4CCCCC4C3=O)cc2)cc1 (centres undefined) | -13.8% | 8.9% | 12.5%[38.3 µM] | ? | . | -5.3% | -3.1%
SMILES | HTT ATP protect | RGS12 GoLoco inh | IMPase Li inh | HttQ103 aggreg | GAA inhib | GAA spleen mod | GAA glycogen
COc1ccc(CNc2nc(-c3ccccc3OC)nc3ccccc23)c(OC)c1 | -75.0%[inhibitor] | -7.3% | 18.0% | . | . | -19.6% | .
COc1ccccc1/C=C/CN1CCC(CO)(Cc2ccccc2)CC1 | 12.3%[10 µM] | 9.4% | 11.7% | 23.7%[9.22 µM] | -5.8% | -2.2% | 2.1%
Cc1cccc(CCNC(=O)C2CCN(S(=O)(=O)c3ccccc3)CC2)c1 | 6.7%[10 µM] | 4.3% | 0.7% | -5.5%[9.22 µM] | -7.0% | -1.2% | 2.4%
COC(=O)c1cc(C(=O)N(Cc2ccccc2)c2ccccn2)cc([N+](=O)[O-])c1 | . | 1.1% | 5.1% | -26.7% | -1.7% | 4.7% | 2.6%
Cc1cc(NC(=O)CSc2nnc3c4c(C)c(C)sc4ncn23)no1 | -4.7%[10 µM] | 7.3% | -20.2%[38.3 µM] | 6.9% | -1.0% | 1.2% | -1.1%
CCOc1cc(C=C(C#N)C#N)ccc1Oc1ccc([N+](=O)[O-])cn1 | . | 25.4% | 10.8% | . | 12.8% | -2.9% | -8.8%
O=[N+]([O-])c1cc(C(F)(F)F)ccc1NC1CCN(Cc2ccccc2)CC1 | 3.4%[10 µM] | -9.6% | . | 1.3%[9.22 µM] | . | -4.3% | -1.0%
CN(C)c1ccc(/C=[N+](\[O-])C2N(c3ccccc3)C(=S)SC2(C)C)cc1 (centres undefined) | 8.1%[10 µM] | -1.5% | 20.2% | 9.6% | -4.7% | 6.4% | -1.7%
C#CCOCCOCCOCCNc1nc(N2CCN(C(=O)C([C@@H](C)CC)n3cc(C(N)Cc4ccc(O)cc4)nn3)CC2)nc(N2CCN(C(=O)[C@H](CCC(=O)O)n3cc(C(N)CO)nn3)CC2)n1 (some centres undefined) | 9.6%[10 µM] | -1.2% | -6.8% | 10.1%[9.22 µM] | . | -0.3% | 6.9%
NS(=O)(=O)c1ccc(CNC(=S)NC2CCCCC2)cc1 | -3.6%[10 µM] | 0.3% | . | 3.1%[9.22 µM] | . | 10.6% | -2.0%
Cc1c(Nc2nc3ccccc3nc2NS(=O)(=O)c2cccs2)c(=O)n(-c2ccccc2)n1C | 15.8% | -4.1% | 27.1%[38.3 µM] | 27.7% | -0.9% | -4.6% | -4.8%
CCc1ccc(Nc2cc(=O)n(C3CCCCC3)c(=O)[nH]2)cc1 | -33.9% | -1.3% | 19.4%[38.3 µM] | -31.4% | -4.5% | -0.9% | 0.5%
CC(c1nc2ccccc2c(=O)[nH]1)N(C)c1ccc2ccccc2c1 (centres undefined) | -3.8%[10 µM] | 13.0% | 11.1% | 3.4% | 1.2% | 7.4% | -2.7%
Cc1ccc(-c2nn(-c3cccc(F)c3)cc2CNCc2cccnc2)o1 | -51.4%[inhibitor] | 38.2%[activator] | 10.0% | -0.5% | -3.3% | 1.3% | 16.8%
N#CCCN(C1CCCCC1)S(=O)(=O)c1cccc2nsnc12 | . | 5.2% | 10.8% | -6.6% | 0.2% | 1.8% | 5.0%
CC(C)(C)NC(=O)C1CCCN(S(=O)(=O)c2cccc3cccnc23)C1 (centres undefined) | 6.5% | 2.0% | 8.7%[38.3 µM] | 5.1% | -1.1%[15.4 µM] | -2.7% | 5.1%
COc1ccc(NC(=O)c2ccc(Cc3ccc(C)cc3)o2)cc1 | -0.6%[10 µM] | 22.5% | 28.5% | -7.7% | 4.8% | 6.0% | -1.7%
CC1CCN(CCNC(=O)CN(C)S(=O)(=O)c2cccc3nsnc23)CC1 | -12.9% | 11.1% | -4.4%[38.3 µM] | 2.9% | -6.8% | -1.3% | 8.1%
O=C(CSc1nnc(-c2ccncc2)o1)NCc1ccccc1Cl | 6.4%[10 µM] | -3.1% | -0.1% | -16.4% | 2.3% | -3.1% | 12.1%
CC(C)Oc1ccc(/C(O)=C2/C(=O)C(=O)N(CCCn3ccnc3)C2c2cccnc2)cc1 (centres undefined) | 2.0%[10 µM] | . | . | -9.3% | 1.3% | -11.8% | 0.1%
CC(C)CC(=O)NC(NC(=O)CC(C)C)c1cccc([N+](=O)[O-])c1 | -21.4% | 11.2% | 6.5% | 5.7% | -1.3%[15.4 µM] | 3.7% | -0.6%
Oc1ccc2ccccc2c1N=Nc1nccs1 | -22.1%[10 µM] | 16.6% | . | -18.2%[9.22 µM] | . | 1.9% | 4.4%

Sorted by SMILES length (lowest first): part of the list above.
SMILES | HTT ATP protect | RGS12 GoLoco inh | IMPase Li inh | HttQ103 aggreg | GAA inhib | GAA spleen mod | GAA glycogen
Oc1ccc2ccccc2c1N=Nc1nccs1 | -22.1%[10 µM] | 16.6% | . | -18.2%[9.22 µM] | . | 1.9% | 4.4%
NS(=O)(=O)c1ccc(CNC(=S)NC2CCCCC2)cc1 | -3.6%[10 µM] | 0.3% | . | 3.1%[9.22 µM] | . | 10.6% | -2.0%
Cc1ccc(-c2nn(-c3cccc(F)c3)cc2CNCc2cccnc2)o1 | -51.4%[inhibitor] | 38.2%[activator] | 10.0% | -0.5% | -3.3% | 1.3% | 16.8%
